CCR6 antagonist = blocks CCL20-driven beta-arrestin recruitment at human CCR6 | P51684 | 0.49% of 340,000 active | inhibition, % at 20 µM | CHO-K1 CCR6 PathHunter beta-arrestin, luminescence, CCL20-stimulated;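 active = compounds whose inhibition of the agonist-driven luminescence signal at 20 µM reaches about 50%, limit read from the data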;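 also: cells stimulated with CCL20 at 14 nM final; plate controls were DMSO with CCL20 for no effect and DMSO without agonist for full effect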
Target sequence (P51684 whole entry, looked up): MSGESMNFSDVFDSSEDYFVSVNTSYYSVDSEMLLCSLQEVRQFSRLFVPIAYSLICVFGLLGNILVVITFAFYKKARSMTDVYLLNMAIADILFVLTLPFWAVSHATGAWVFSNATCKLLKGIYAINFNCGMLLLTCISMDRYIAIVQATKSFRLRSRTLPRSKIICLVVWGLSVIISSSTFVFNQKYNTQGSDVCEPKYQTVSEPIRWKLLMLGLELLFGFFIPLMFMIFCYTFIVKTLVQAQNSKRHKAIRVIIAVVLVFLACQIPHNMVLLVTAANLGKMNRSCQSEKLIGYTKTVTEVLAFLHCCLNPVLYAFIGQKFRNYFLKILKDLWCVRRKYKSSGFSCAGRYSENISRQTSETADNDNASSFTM
EBI2 antag = antagonists of human EBI2 receptor; P32249; EBI2 beta-arrestin recruitment, luminescence, 7a,25-OHC stimulated; inhibition, % at 5 µM; 0.81% of 360,000 active; AID 651636; in the data active = inhibition above about 38%;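 also: enzyme fragment complementation signal reports receptor beta-arrestin coupling in cells; 0% = agonist plus DMSO wells and 100% = wells without agonist; some results beyond the cut were filed as inactive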
Jurkat NFkB inh = lowers PMA/ionomycin-induced NF-kB signal in Jurkat cells; PMA/ionomycin-induced NF-kB luciferase reporter, luminescence; inhibition, % at 4 µM; 0.53% of 330,000 active; AID 435003
Gli-Sufu block = Gli-Sufu pathway antagonism | AID 588413 | inhibition, % at 5 µM | 0.74% of 340,000 active | Sufu-KO-LIGHT fibroblasts, Gli luciferase reporter luminescence;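 active = inhibition above about 55%, limit read from the data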;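 also: 0% = DMSO-treated cells and 100% = wells with medium but no cells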
SENP8 block = inhibitors of human SENP8 protease; purified SENP8, Z-RLRGG-aminoluciferin cleavage, luminescence; inhibition, % at 10 µM; 1.2% of 330,000 active; AID 2540
Target sequence (Q96LD8 whole entry, looked up): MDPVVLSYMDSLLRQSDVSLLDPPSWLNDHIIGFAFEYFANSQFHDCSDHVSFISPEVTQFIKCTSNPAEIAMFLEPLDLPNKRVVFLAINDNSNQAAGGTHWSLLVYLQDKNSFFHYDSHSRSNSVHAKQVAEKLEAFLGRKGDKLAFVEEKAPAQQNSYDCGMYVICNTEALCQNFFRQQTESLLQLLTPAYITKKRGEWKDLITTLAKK
Apaf-1 inh = blocks human Apaf-1 apoptosome activity; O14727; reconstituted apoptosome caspase-3 activity, DEVD-Rh110 fluorescence; inhibition, % at 20 µM; 0.71% of 330,000 active; AID 489030; active = inhibition of at least 40% at 20 µM;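 also: plate controls were DMSO wells for no effect and DEVD-CHO caspase inhibitor wells for full effect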
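Material: biochemical Apaf-1 apoptosome reconstitution. Medium: Hepes buffer, pH 7.5. Also added: cytochrome c activation, bis-DEVD rhodamine 110 substrate. Timing: 30 min compound preincubation, 50 min activation, room temperature. Measured by: rhodamine 110 fluorescence at Ex 480/Em 540 nm.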
697 NFkB inh = inhibitors of the PMA/ionomycin-induced NF-kB reporter in 697 B cells; AID 435022; inhibition, % at 4 µM; 0.33% of 330,000 active; 697 B-cell NF-kB luciferase reporter, 16 h; in the data active = inhibition above about 35%
UBC13 polyUb = human UBC13 polyubiquitination inhibition | P61088 | UBC13 polyubiquitin chain formation, TR-FRET | inhibition, % at 20 µM | 0.47% of 330,000 active | AID 485273; in the data active = inhibition above about 45%, passing the limit was not always enough
Target sequence (P61088 whole entry, looked up): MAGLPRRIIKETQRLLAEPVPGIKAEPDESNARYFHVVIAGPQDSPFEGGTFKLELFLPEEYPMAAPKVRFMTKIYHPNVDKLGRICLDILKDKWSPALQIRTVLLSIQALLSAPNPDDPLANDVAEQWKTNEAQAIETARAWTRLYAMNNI
* = called active by the depositor; nt = no result given. Rule as the data show it, unless noted: active = inhibition above about 50%; inactive = the rest. An excerpt, so the mix of outcomes need not match the whole.

Each structure is followed by: SENP8 block, 697 NFkB inh, EBI2 antag, Gli-Sufu block, Apaf-1 inh, CCR6 antagonist, UBC13 polyUb, Jurkat NFkB inh
CN(C)c1cccc(C(=O)NNC(=S)NC2CC3CCC2C3)c1 (stereo not given)
  -3, 18, -3, -38, 2, 12, 3, -27
CN1CCN(C(=S)SCC(=O)Nc2nc(-c3ccccc3)c(-c3ccccc3)o2)CC1
  -2, -38, -12, 0, 22, 10, 11, -1
CC(=O)c1ccc(NC(=O)N2C3CCC2CC(O)(c2cccnc2)C3)cc1 (stereo not given)
  1, 14, 3, 15, -8, 3, 6, -7
O=[N+]([O-])c1ccc(-c2nnc(-c3ccccc3)c(N3CCOCC3)n2)cc1
  -3, -27, 9, 4, 19, -4, -2, -16
O=C(COC(=O)COc1cccc(F)c1)NCC1CCCCC1
  -6, -2, -3, 4, 7, 9, 3, -13
O=C(COc1ccc(S(=O)(=O)N2CCOCC2)cc1Cl)N1CCCC1
  8, 16, 0, -4, 4, 5, 3, 16
CSc1nc(-c2ccccc2)nc(SC)c1C(C)=O
  -3, -5, 10, -1, -1, 13, 18, -3
C#CCOc1ccc(/C=N/NC(=O)c2cccnc2)cc1OCC
  2, 6, -12, 16, -14, -3, 2, 2
COCCCN=CC1=C(O)CC(c2ccccc2)CC1=O (stereo not given)
  -11, -9, 2, -1, 5, 8, -2, -8
CCCn1c(CCNC(=O)c2ccco2)nc2ccccc21
  4, 14, 0, 37, 0, -5, 5, 7
CCN(CC)S(=O)(=O)c1ccc2oc(SCC(=O)NCc3ccccc3)nc2c1
  -1, -2, 11, 0, 14, 4, 6, 14
CC(C)(C)c1ccc(NC(=O)COC(=O)C2=COCCO2)cc1
  6, 12, 2, 0, 1, 8, -2, -10
Nc1cccc(Oc2ccc3c(c2)C(=O)NC3=O)c1
  1, 16, -4, -3, -4, -8, 8, 9
CCCCCCSc1cc(-c2nc3cc(C)ccn3c2NC2CCCCC2)ccc1OC
  4, 5, 0, 21, 21, 25, 51*, -5
O=C(CNCC1CCCO1)N1CCN(S(=O)(=O)c2ccc3ccccc3c2)CC1 (stereo not given)
  7, -12, 5, 3, -6, 1, 5, 7
Cn1c(=O)[nH]c(=O)c2c1nc(Br)n2Cc1ccccc1Cl
  1, 9, 3, 1, -9, -11, 8, -1
O=C(CN1C(=O)NC2(CCCC2)C1=O)NCCc1ccc(F)cc1
  4, 2, 1, -4, 2, 3, 17, 9
CCOC(=O)C1=C(c2ccccc2)NC(SCC(N)=O)=C(C#N)C1c1cccnc1 (stereo not given)
  -2, 20, -10, -1, -10, 15, 0, 12
Cc1nn(C)c(C)c1NC(=O)COc1ccccc1C#N
  3, 10, 9, -4, -5, 1, 10, 0
O=C(CCCn1c(=O)c2ccccc2n(CC(=O)N2CCN(c3ccccc3)CC2)c1=O)NCc1ccco1
  -6, 2, -6, 9, -8, 17, -10, -1
Cc1cccc(C)c1NC(=O)CSc1nnc(Cc2ccccc2)o1
  -7, -14, 3, -10, 7, -5, -5, 3
CCOC(=O)c1ccccc1Nc1cn(C(C)=O)c2ccccc12
  -8, -8, -15, -13, 8, 6, -2, -5
Cn1c(CNc2ccc(Cl)cc2)nnc1SCCN1CCCCC1
  2, 4, 4, 6, -14, 6, 12, 13
CC(=O)NN1C(=O)c2ccc(Oc3ccc4c(c3)C(=O)N(NC(C)=O)C4=O)cc2C1=O
  -2, 9, nt, nt, -9, nt, 13, 10
O=C1N(c2ccccc2)C2CS(=O)(=O)CC2N1c1ccc(Br)cc1 (stereo not given)
  0, -6, -13, 8, -1, -4, 4, -4
CCOC(=O)C1CCN(Cc2cnc(Oc3ccc(OC)cc3)s2)CC1
  -1, 17, 23, -1, -3, -8, 2, 3
COc1ccc([N+](=O)[O-])cc1NC(=O)Cc1ccc(C)cc1
  -4, 24, -5, -1, 2, -1, 20, 3
O=[N+]([O-])c1cccc(-c2ccc(SCc3ccccn3)nn2)c1
  -8, -35, -6, -42, -10, 10, -8, -37
CC1CCN(C(=O)C2CCC(=O)N(Cc3ccc(Cl)cc3)C2)CC1 (stereo not given)
  -10, 3, 3, 2, -2, 8, 6, 4
C[C@@H]1C=C(C(=O)NCc2nc3ccccc3[nH]2)O[C@H](OCCCCO)C1
  1, -15, 6, -2, -5, 5, -5, -2

Whole records, looked up by structure. Screens in order: SENP8 block, 697 NFkB inh, EBI2 antag, Gli-Sufu block, Apaf-1 inh, CCR6 antagonist, UBC13 polyUb, Jurkat NFkB inh
O=C(CCCn1c(=O)c2ccccc2n(CC(=O)N2CCN(c3ccccc3)CC2)c1=O)NCc1ccco1 across the screens: -6, 2, -6, 9, -8, 17, -10, -1
CCOC(=O)C1CCN(Cc2cnc(Oc3ccc(OC)cc3)s2)CC1 across the screens: -1, 17, 23, -1, -3, -8, 2, 3
O=C1N(c2ccccc2)C2CS(=O)(=O)CC2N1c1ccc(Br)cc1 (stereo not given) across the screens: 0, -6, -13, 8, -1, -4, 4, -4

Remaining list, next part:
Each structure is followed by: SENP8 block, 697 NFkB inh, EBI2 antag, Gli-Sufu block, Apaf-1 inh, CCR6 antagonist, UBC13 polyUb, Jurkat NFkB inh
COC(=O)CC(c1ccccc1F)N1Cc2ccccc2C1=O (stereo not given)
  0, -4, 2, 35, 3, 7, 4, -8
O=C(/C=C/c1ccc(Cl)cc1)N1CCN(c2ccccn2)CC1
  -9, 10, 93*, -18, 1, 20, 11, -9
O=C(CCC1CCCC1)NNC(=O)c1ccccc1O
  12, -26, 12, -7, -3, 10, 2, -3
CCNC(=O)N1c2ccc(OC)cc2C(C)=CC1(C)C
  -10, -2, -14, -15, 15, -6, -2, 1
CN(CC1COc2ccccc2O1)C(=O)CSc1nncs1 (stereo not given)
  1, 5, -4, 0, 0, 2, 26, 9
O=C(C1CCN(S(=O)(=O)c2cccs2)CC1)N(c1ccccn1)C1CCCCC1
  -7, 2, -2, 0, 12, -2, -12, -19
CCC(C)C(=O)Nc1nc(C)c(-c2csc(Nc3ccccc3OC)n2)s1 (stereo not given)
  10, -17, 8, -16, -7, -4, 0, 7
Cc1c(OCC(=O)N(C)C)ccc2c3c(c(=O)oc12)CCCCC3
  1, 14, 10, -4, 9, 3, 11, -13
Cc1ccc2nc(SCC(=O)Nc3ccc(F)cc3F)nc(=O)n2c1
  6, 18, -6, -7, 0, 10, -2, -6
O=[N+]([O-])c1ccc(NCCCNS(=O)(=O)c2ccccc2)c(Cl)c1
  -11, -9, -2, 8, 7, 34, -10, -9
O=C(COC(=O)COc1cccc(Br)c1)Nc1ccc(F)cc1F
  -10, 12, -6, -4, 2, -2, -3, 1
S=c1[nH]nc(/C=C/c2ccccc2)o1
  -12, -13, 5, -9, 6, -11, 5, -7
COc1ccc(N(CC(=O)NCc2ccco2)S(=O)(=O)c2ccc(C)cc2)cc1
  -1, 10, 8, -1, 0, 1, 4, -1
O=C(Nc1nc2ccsc2c(=O)s1)C1CCC1
  8, -4, -5, 3, -7, -1, 15, -32
COc1ccccc1OCCSc1nc(C)c(Cc2ccccc2)c(=O)[nH]1
  -1, -2, nt, 5, 12, 8, -8, -3
NCCc1nnc(SCc2ccccc2F)o1
  0, 19, -9, -1, -5, 4, 8, -3
N#CCc1ccc(OC(=O)c2cnccc2C(F)(F)F)cc1
  -1, 6, -7, 1, -1, -2, 1, 1
COc1ccc(Cc2nc3ccccc3c(=O)n2N)cc1OC
  -8, 2, -4, 8, 0, -10, -3, -5
CCN(CC)CCn1c(/N=C/c2ccc(OC)c(OC)c2)nc2ccccc21
  -9, -10, 6, -6, 4, -5, -3, -3
CCC1CCCCN1CCCNC(=O)c1c(O)nc2ccccn2c1=O (stereo not given)
  4, 5, -5, 0, 2, 3, 8, 15
CC1CCCC(C)N1C(=O)COC(=O)c1cc(Br)ccc1Cl (stereo not given)
  -2, 15, 5, -8, 17, 9, 1, 16
N/C(=N\OC(=O)c1ccco1)c1cccnc1
  -6, -14, -1, -10, 4, -30, 0, -5
COc1ccc(-n2cnc3c(sc4nc(N5CCOCC5)c5c(c43)CCCC5)c2=O)cc1
  1, 29, 33, 8, 15, 16, 33, 7
COc1ccc(S(=O)(=O)N2CCC(C(=O)NCCCc3ccccc3)CC2)cc1
  3, 14, 11, -10, -2, 21, -2, 2
O=C(Cc1c(F)c(F)c(F)c(F)c1F)OC12CC3CC(C1)C(=O)C(C3)C2
  -11, -9, -3, 1, 9, 16, 4, -4
Cc1ccc(NC(=O)CN2C(=O)c3ccccc3C2=O)nc1
  -9, 7, -13, 2, 0, -5, -2, 14
COc1cc(CNC2CCCC2)cc(OC)c1
  -1, 3, 2, 2, -11, -7, 3, -4
COc1ccc(C2C(C(=O)c3ccc(C)o3)=C(O)C(=O)N2CC2CCCO2)cc1OC (stereo not given)
  4, 1, 3, 7, -10, -3, -8, -6
O=C(/C=C/c1ccccc1)NC(=S)Nc1ccc(N2CCOCC2)c(Cl)c1
  -15, -25, -1, 10, -2, -14, -4, 12
COc1cccc(C(c2sc3nc(C)nn3c2O)N2CCN(c3ccccc3F)CC2)c1 (stereo not given)
  -5, -1, -2, 0, 7, 4, -8, 8
CN(CC(=O)Nc1cccc(F)c1)C(=O)CCCc1c[nH]c2ccccc12
  -11, -8, 4, -7, 11, 10, 10, -1
Cc1noc(/C=C/Nc2ccc(F)cc2F)c1[N+](=O)[O-]
  84*, -152, -1, -108, 3, 31, -133, -121
COc1cccc([C@@H]2Oc3ccc(OC)cc3C(=O)[C@H]2OC(=O)NCc2ccc3c(c2)OCO3)c1
  -12, -30, nt, nt, 25, nt, -4, -77
COCC(=O)Nc1ccccc1Br
  -3, 12, -18, -3, 1, 15, -3, -10
CCCc1cc(=O)[nH]c(SCC(=O)N(C)CC(=O)Nc2ccccc2CC)n1
  0, 9, 4, -4, 10, -10, 1, 14
COc1cc(F)c(S(=O)(=O)N2CCOc3ccccc32)cc1OC
  3, -14, 4, 17, 10, 15, 1, 8
CC(C)(C)Sc1ccc(N)nc1
  -3, 6, 2, 2, 1, -14, 1, 7
COc1cccc(NC(=O)CN2C(=O)COc3ccc(S(=O)(=O)N4CCCCCC4)cc32)c1
  0, 8, 8, -7, 3, 18, 4, 3
CC(=O)NC(=S)NNC(=O)CCc1ccccc1
  -4, 3, 0, -11, 0, -1, 41, -12
C=C(C)c1cccc(C(C)(C)NC(=O)NCC2CCCO2)c1 (stereo not given)
  -3, -3, -8, 4, 7, 8, -9, -6
Cc1ccc(NC(=O)CSc2nc3ccccc3c(=O)n2CCCN2CCCCC2)cc1Cl
  -9, -15, 5, 6, 18, 11, 26, 12
O=C(Nc1ccc2c(c1)OCCO2)C1CCN(C(=O)c2ccc(F)cc2)CC1
  -1, -53, 2, -39, 0, 1, -3, -47
CC1CC(C)CN(S(=O)(=O)c2ccc3c(c2)CCN3C(=O)CCC(=O)O)C1 (stereo not given)
  -7, -1, 18, -14, -11, -8, -7, 0
CCOC(=O)c1ccc(N2C(=O)C(CC(=O)NC)N(CCc3ccc(OC)c(OC)c3)C2=S)cc1 (stereo not given)
  -6, 1, -7, -17, -6, 12, -7, -13
Cc1ccc(C(=O)Nc2ccncc2)o1
  -6, 4, 0, -4, -2, 0, 7, 0
Cc1ccc(NS(=O)(=O)c2ccc3c(c2)NC(=O)CCS3)cc1F
  -7, -9, 4, -7, 0, 1, -7, 7
COc1ccc(C(=O)N/C(=C\c2cccc3ccccc23)C(=O)NCCc2c[nH]c3ccccc23)cc1OC
  17, -10, 25, 3, 0, 6, -12, -5
O=C(O)/C=C/c1cnc2ccccc2c1
  -18, -6, -10, -5, -3, -4, -5, -5
CCOC(=O)c1oc2ccccc2c1NC(=O)CN1CCOCC1
  0, -5, 7, -7, 2, 5, 2, 6
CCOC(CC(=O)NNC(=O)c1c(-c2ccccc2Cl)noc1C)OCC
  -2, -3, -15, 2, -10, 0, 2, 12
CC(C)(C)c1ccc(C(=O)NCCC(=O)N2CCN(c3ncccn3)CC2)cc1
  -14, -21, -8, -10, 11, 8, -2, -11
CC(C)(C)OC(=O)NCCCCCc1nnc(SCC(=O)Nc2cccc(Cl)c2)o1
  1, -9, 1, -20, 12, 9, 8, 7
O=C(COC(=O)/C=C/c1cccc(Br)c1)NCc1ccco1
  5, 11, -3, -8, 7, 0, 2, 6
N#Cc1sc2nc(C3CC3)cc(-c3ccccc3)c2c1N
  -18, -8, 0, -3, 30, -2, 21, -9
